Bioassay records deposited in PubChem BioAssay by Sanford-Burnham Center for Chemical Genomics.
A3G deaminase = APOBEC3G (human) deaminase inhibition. inhibition, % at 20 µM. AID 493012. recombinant A3G, ssDNA deamination FAM/TAMRA fluorescence. Q9HC16. actives 0.28% (n = 330,000);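 active means inhibition of at least 40% at 20 µM, with no more than 30% in the related APOBEC3A deaminase screen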;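 further: plate controls were DMSO wells with A3G for no effect and wells lacking A3G enzyme for full effect; some compounds called inactive have numbers as strong as hits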
UBC13 polyUb = human UBC13 polyubiquitination inhibition | inhibition, % at 20 µM | P61088 | AID 485273 | actives 0.47% (n = 330,000) | UBC13 polyubiquitin chain formation, TR-FRET; in the data active means inhibition above about 45%, passing the limit was not always enough
SENP6 inh = SENP6 protease inhibition; Q9GZR1; Recombinant SENP6 catalytic domain, aminoluciferin luminescence; inhibition, % at 10 µM; actives 1.8% (n = 330,000); AID 2599;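 active means inhibition above about 50% at the single tested dose, limit read from the data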;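 further: plate controls were DMSO wells with enzyme for no effect and DMSO wells lacking enzyme for full effect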
SENP8 block-1 = inhibitors of human SENP8 protease | purified SENP8, Z-RLRGG-aminoluciferin cleavage, luminescence | inhibition, % at 10 µM | actives 1.2% (n = 330,000) | AID 2540; in the data active means inhibition above about 50%
SENP8 block-2 = blocks human SENP8 cleavage of Nedd8 substrate | Q96LD8 | recombinant SENP8, Nedd8 substrate fluorescence | inhibition, % at 20 µM | actives 0.64% (n = 360,000) | AID 602440; in the data active means inhibition mostly above about 40%, no sharp cut-off; inactive means mostly below about 27%
SENP7 inh = inhibitors of human SENP7 protease. Q9BQF6. recombinant SENP7, Z-RLRGG-aminoluciferin luminescence, 40 min. inhibition, % at 5 µM. actives 1.5% (n = 330,000);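 active means inhibition above about 50% at the single test dose, limit read from the data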;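 further: plate controls were DMSO with enzyme for no effect and no enzyme buffer wells for full effect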
SENP1 inh = inhibitors of human SENP1 SUMO protease catalytic domain; Q9P0U3; recombinant SENP1 catalytic domain, CyPet-SUMO1-YPet FRET cleavage; inhibition, % at 10 µM; actives 0.21% (n = 360,000);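 active means inhibition at least 30% at 10 µM, raw YFP signal under a set limit, fluorescence ratio 0.5 to 1.5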;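 further: 0% = enzyme with DMSO and 100% = no enzyme wells; some results filed as inactive read as strong as hits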
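system = hSENP1 catalytic domain, recombinant | reagent = SFCypet-SUMO1-SFYpet substrate at 25 nM | doses = one dose per compound, 10 µM, 0.5% DMSO | incubation = enzyme reaction for 50 min at room temperature, dark | measured by = FRET, CFP and YFP emission | controls = no-enzyme low, enzyme-DMSO high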
Apaf-1 inh = blocks human Apaf-1 apoptosome activity | O14727 | reconstituted apoptosome caspase-3 activity, DEVD-Rh110 fluorescence | inhibition, % at 20 µM | actives 0.71% (n = 330,000) | AID 489030; active means inhibition of at least 40% at 20 µM;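 further: plate controls were DMSO wells for no effect and DEVD-CHO caspase inhibitor wells for full effect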
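System – cell-free apoptosome with Apaf-1, procaspase-3 and caspase-9 · Buffer or medium – pH 7.5 Hepes buffer with CHAPS, BSA, DTT · Also added – cytochrome c with DEVD-Rh110 · Times – 30 min compound preincubation, 50 min activation, room temperature · Technique – Rh110 fluorescence intensity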
Active calls of the source: *; . = not tested or not shown.

SMILES	A3G deaminase	UBC13 polyUb	SENP6 inh	SENP8 block-1	SENP8 block-2	SENP7 inh	SENP1 inh	Apaf-1 inh
Cn1c(SCc2ccc(C#N)cc2)nnc1-c1cccc(Cl)c1	-3	4	-1	1	14	-5	4	-6
CC1CCN(C(=O)c2ccc(NC3=C(Cl)C(=O)N(Cc4ccccc4)C3=O)cc2)CC1	-6	-6	-18	-1	16	3	30	22
Cc1ccc(S(=O)(=O)NCc2ccc(C(=O)NCCCN3CCN(C)CC3)cc2)cc1	-3	2	-1	-1	-5	-4	0	4
COc1ccc(CNC(=O)Nc2ccc([N+](=O)[O-])cc2)cc1	-13	4	-13	-1	30	-11	4	-9
CC(=O)Nc1ccccc1NC(=O)C/C(C)=N/NC(=O)C(=O)Nc1cccc(Cl)c1C	-8	5	0	-4	-7	1	-3	-10
COCC(=O)OCC(=O)c1cc(C)n(-c2ccc(Br)cc2)c1C	-11	-2	-13	-11	0	-9	-1	14
NC(=O)c1ccc(CN2CCc3ccccc3C2)cc1	-1	-7	-2	-3	2	5	1	4
COc1cccc(N2CC(C(=O)Nc3nnc(SCC(=O)NC4CCCC4)s3)CC2=O)c1 (stereo unspecified)	18	-14	0	-6	-2	-2	0	17
COCCNC(=O)C(c1ccc(O)cc1)N(C(=O)CCC(=O)Nc1nccs1)c1ccc(C)cc1 (stereo unspecified)	-1	8	1	-3	-1	1	-1	1
O=C(O)Cn1cnc2c(OCc3ccccc3)ncnc21	-7	5	-16	-8	8	11	4	-9
O=C(Cc1ccc(Br)cc1)N1CCCCCC1	-1	6	-25	-5	6	-2	1	-1
C=CCn1c(SCC(=O)Nc2cccc(OC)c2)nnc1-c1cccnc1	-2	1	1	6	9	-10	0	-7
COCCN(C(=O)CSc1nnc(-c2ccc(C(C)(C)C)cc2)n1N)c1c(N)n(CC(C)C)c(=O)[nH]c1=O	-2	-3	-12	-3	13	2	-1	7
COc1ccc(CC(=O)Nc2nnc(SCC(=O)NCc3ccco3)s2)cc1OC	1	1	-12	4	-2	3	-8	-3
CCN(CC)c1ccc(C(=O)OCC(=O)Nc2cc(C)on2)cc1	-2	-7	4	2	-37	2	1	4
Cc1cccc(Cn2c(N3CCN(CCO)CC3)nc3c2c(=O)[nH]c(=O)n3C)c1	2	6	17	1	-9	-3	0	-24
COCCCN(C(=O)c1cc(C)oc1C)c1c(N)n(CC(C)C)c(=O)[nH]c1=O	-8	-4	0	12	6	1	-1	-7
Cc1ccc2cc(C#N)c(N3CCCN(S(=O)(=O)c4ccc(F)cc4)CC3)nc2c1	-10	6	-17	5	-241	2	-63	13
CN(C)C(CNS(=O)(=O)c1ccc(Cl)cc1)c1cccnc1 (stereo unspecified)	3	-10	-2	-4	0	0	1	5
O=C(CN1C(=O)NC2(CCc3ccccc32)C1=O)Nc1ccc(N2CCOCC2)cc1 (stereo unspecified)	-4	-7	6	5	8	3	1	9
O=C(O)C(c1ccccc1)C1(O)CCCC1 (stereo unspecified)	-6	-3	-2	-8	22	-6	3	2
CCOC(=O)C(C(=O)OCC)c1cc(Br)c2noc3c2c1C(=O)c1ccccc1-3	15	-110	65*	22	87*	23	-22	89*
N#Cc1cc2c(nc1SCC(=O)Nc1sc3c(c1C#N)CCC3)CCC2	-1	1	-3	1	-16	3	-27	8
CCc1nc(SCC(=O)Nc2cc(OC)ccc2OC)c2c(C)c(C)sc2n1	-14	1	2	4	12	5	-1	13
Cc1ccc(NC(=O)CCN2C(=O)C3CC=CCC3C2=O)cc1Cl (stereo unspecified)	-8	7	1	-7	16	1	2	-2
Cc1nc(SCC(=O)NCc2ccco2)nc(C)c1C	-6	6	0	-4	10	2	1	-13
Nn1c(SCC(=O)Nc2ccccc2Oc2ccccc2)nnc1C1CC1	-11	1	-9	5	3	-1	-1	3
CCN(CC1CCCO1)C(=O)CCc1nnc(Cc2ccc3c(c2)OCO3)o1 (stereo unspecified)	-3	-9	-10	-9	12	-5	0	-1
COc1ccc(N2C(=O)C3CC=C(Cl)CC3C2=O)cc1 (stereo unspecified)	-3	-2	-38	-10	4	-9	1	-4
O=C(c1ccccc1)C1CCN(C(=O)c2cccs2)CC1	-11	-8	0	0	15	-3	0	0

Sorted by the number under SENP6 inh (highest first): five of the compounds above
smiles	A3G deaminase	UBC13 polyUb	SENP6 inh	SENP8 block-1	SENP7 inh	SENP1 inh
O=C(CN1C(=O)NC2(CCc3ccccc32)C1=O)Nc1ccc(N2CCOCC2)cc1 (stereo unspecified)	-4	-7	6	5	3	1
CCN(CC)c1ccc(C(=O)OCC(=O)Nc2cc(C)on2)cc1	-2	-7	4	2	2	1
Cc1nc(SCC(=O)NCc2ccco2)nc(C)c1C	-6	6	0	-4	2	1
CN(C)C(CNS(=O)(=O)c1ccc(Cl)cc1)c1cccnc1 (stereo unspecified)	3	-10	-2	-4	0	1
COCC(=O)OCC(=O)c1cc(C)n(-c2ccc(Br)cc2)c1C	-11	-2	-13	-11	-9	-1

The results go on:
SMILES	A3G deaminase	UBC13 polyUb	SENP6 inh	SENP8 block-1	SENP8 block-2	SENP7 inh	SENP1 inh	Apaf-1 inh
O=C(Nc1ccc(C(=O)O)cc1)/C(=C\c1ccccc1)NC(=O)c1ccccc1	-2	-6	-12	-6	8	0	0	12
NS(=O)(=O)c1ccc(S(=O)(=O)c2ccccc2)nc1	-11	4	-5	8	10	-1	-1	-22
CC1CN(C(=O)CS(=O)(=O)Cc2ccc(Cl)cc2)CC(C)O1 (stereo unspecified)	-4	0	-16	-3	8	-7	0	2
COC(=O)c1ccc(NC(=O)CCN2CCN(c3ccccc3)CC2)cc1	2	-11	-15	-5	20	3	0	4
Nc1ncc(-n2cncn2)c(-c2ccc(Cl)cc2)n1	0	4	-9	2	-90	-1	2	3
CCOC(=O)N1CCN(S(=O)(=O)c2ccc(C(=O)Nc3sc4c(c3C#N)CC(C)(C)NC4(C)C)cc2)CC1	-6	-4	-13	-8	8	12	4	-6
Cn1c(=O)n(Cc2ccc(F)cc2)c(=O)c2c1nc1n2CCCN1C1CCCCC1	0	10	4	-4	34	5	1	20
CCOC(=O)N1CCN(c2c(NCC3CCN(Cc4cccc(C)c4)CC3)c(=O)c2=O)CC1	-7	6	4	0	10	-5	3	3
CCOC(=O)N1CCC(N2C(=O)c3ccccc3C2Nc2ccc(Cl)cn2)CC1 (stereo unspecified)	-3	5	-8	-2	6	-3	-1	10
C=CCNC(=O)N1CCC(c2nc3ccccc3s2)CC1	-7	-2	1	5	23	-4	3	1

Entries listed above marked active in SENP6 inh.
SMILES,A3G deaminase,UBC13 polyUb,SENP6 inh,SENP8 block-1,SENP7 inh,SENP1 inh
CCOC(=O)C(C(=O)OCC)c1cc(Br)c2noc3c2c1C(=O)c1ccccc1-3,15,-110,65*,22,23,-22

Single records (already shown). Screens in order: A3G deaminase, UBC13 polyUb, SENP6 inh, SENP8 block-1, SENP8 block-2, SENP7 inh, SENP1 inh, Apaf-1 inh
`CCOC(=O)N1CCC(N2C(=O)c3ccccc3C2Nc2ccc(Cl)cn2)CC1` (stereo unspecified) as listed: -3, 5, -8, -2, 6, -3, -1, 10
`CCOC(=O)N1CCN(c2c(NCC3CCN(Cc4cccc(C)c4)CC3)c(=O)c2=O)CC1` as listed: -7, 6, 4, 0, 10, -5, 3, 3
`C=CCNC(=O)N1CCC(c2nc3ccccc3s2)CC1` as listed: -7, -2, 1, 5, 23, -4, 3, 1
`COC(=O)c1ccc(NC(=O)CCN2CCN(c3ccccc3)CC2)cc1` as listed: 2, -11, -15, -5, 20, 3, 0, 4

Remaining list, next part.
SMILES	A3G deaminase	UBC13 polyUb	SENP6 inh	SENP8 block-1	SENP8 block-2	SENP7 inh	SENP1 inh	Apaf-1 inh
Cc1c(OC(C)C(=O)NCc2ccncc2)ccc2c3c(c(=O)oc12)CCCC3 (stereo unspecified)	0	0	9	1	-149	5	-1	7
C#Cc1ccc([C@H]2C=C(C(=O)NCc3ccccc3)O[C@@H](OCc3ccc(CO)cc3)C2)cc1	-4	-23	-3	11	-60	-1	-1	2
C[C@H](CO)N1C[C@H](C)[C@@H](CN(C)C)Oc2c(NS(=O)(=O)c3ccccc3)cccc2C1=O	-9	4	6	5	1	3	2	-5
COc1ccc(C(=O)NCc2ccc3c(c2)OCO3)c(OC)c1	-5	-2	-23	-14	7	-10	1	6
COc1ccc(/C=N/NC(=O)c2cc(-c3cccc(C)c3)nc3ccccc23)cc1O	-3	-6	5	10	12	8	3	9
CCOC(=O)CSc1nc2ccccc2c(=O)n1CC(C)C	-4	-1	3	-1	7	-2	2	11
O=C(Nc1cccc(Oc2ccc3c(c2)C(=O)NC3=O)c1)c1ccco1	3	-5	-5	-10	8	3	1	6
O=C(O)c1cc(-c2ccccn2)n[nH]1	-2	-4	-6	0	10	2	0	-1
N#CC(c1ccc(Cl)cc1)c1ccc2c(C(F)(F)F)cc(C(F)(F)F)nc2n1 (stereo unspecified)	-5	-38	-22	-1	28	0	-31	-1
Cc1ccc2nc(SCC(=O)NCc3cccs3)c(C#N)cc2c1	-8	4	1	11	-7	5	2	-12
COc1ccc(N[C@@H]2CCN3C(=O)c4ccccc4[C@@H]3C[C@H]2O)cc1	1	.	.	.	13	5	-10	17
COc1cc(NC(=O)c2cnn3c(C(F)F)cc(C4CC4)nc23)c(OC)cc1Cl	-9	-13	4	5	18	-4	-1	4
COCC(=O)Nc1cc(C(=O)OC)cc(C(=O)OC)c1	-1	-7	-9	0	20	0	1	6
CCSc1nc(C)nc2sc(C)c(C)c12	3	3	-9	-1	28	0	1	-7
COc1ccc(N2CCN(S(=O)(=O)CCNC(=O)/C=C/c3ccc4c(c3)OCO4)CC2)cc1	-4	-2	-5	-13	-132	10	0	4
N#Cc1ccccc1NC(=S)NC(=O)c1cccnc1	-6	12	3	-6	-15	6	0	-5
O=C(CN1C(=O)NC2(CCCCC2)C1=O)Nc1ccc2c(c1)CCC2	-5	-4	-10	-5	6	-5	0	-4
O=C(COC(=O)c1ccccc1NC(=O)c1ccco1)NC1CCS(=O)(=O)C1 (stereo unspecified)	-2	2	-13	-2	-90	1	-1	-4
COCCn1c(COc2cccc(OC)c2)nnc1SCC(=O)NC1CCCCC1	-4	2	-13	2	10	6	0	4
C=CCOc1ccc(CNCc2cccnc2)cc1	32	-10	19	8	21	9	1	10
CC(=C/c1ccc(C(C)C)cc1)/C=N/NC(=O)CSc1ccccn1	-6	-8	-7	-12	11	-9	0	11
CCc1ccc(-c2nc(SCC(=O)c3c(N)n(C4CC4)c(=O)[nH]c3=O)n[nH]2)cc1	7	-6	-5	-17	12	-3	1	3
O=C(COC(=O)C12CC3CC(CC(Cl)(C3)C1)C2)N1CCCCC1	-8	-8	-1	-11	18	-5	1	20
